EP2 antag – blocks the human prostaglandin E2 receptor EP2 | P43116 | C6 glioma cells expressing human EP2, cAMP TR-FRET; cells stimulated with saturating PGE2 | inhibition, % at 25 µM | 260,000 compounds, 0.52% hits;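 active means percent inhibition above 40 after rounding to a whole number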;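 further: rat C6 glioma host cells with rolipram phosphodiesterase inhibitor present; the protocol text gives 20 µM as final concentration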
EP2 modulator – modulates human prostaglandin E2 receptor EP2 signaling | P43116 | EP2-expressing cells, cAMP HTRF FRET, PGE2 co-stimulation | induction, % at 25 µM | 260,000 compounds, 0.83% hits | AID 940;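 active means compounds whose cAMP rise, as percent of the full-agonist control response, exceeds 60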;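 further: rat C6 glioma line stably carrying human EP2 under a CMV promoter; the protocol text gives 20 µM as final concentration; 100% = response of wells given 1 µM PGE2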
p97 inhibitor – blocks human p97 ATPase activity; P55072; recombinant p97 ATPase, Kinase-Glo ATP luminescence, 3 h; inhibition, % at 8 µM; 220,000 compounds, 0.42% hits; AID 1481; in the data active means inhibition above about 15%;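 further: 0% = DMSO vehicle and 100% = wells lacking enzyme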
eIF4E-4G inh – blocks eIF4E binding to eIF4G; TR-FRET eIF4E-eIF4GI(517-606) binding, 2 h; AID 782; 220,000 compounds, 0.37% hits; P63073+Q04637; inhibition, % at 21.7 µM;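 active means inhibition above about 30%, limit read from the data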;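 further: 0% = full FRET control wells and 100% = background wells lacking eIF4GI fragment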
S1P4 agonist – agonists of human S1P4 receptor. 220,000 compounds, 0.35% hits. activation, % at 4.98 µM. S1P4-expressing cell line, agonist reporter assay. O95977; in the data active means activation above about 11%;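 further: 0% = DMSO vehicle and 100% = reference agonist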
Target sequence (O95977 whole entry, looked up): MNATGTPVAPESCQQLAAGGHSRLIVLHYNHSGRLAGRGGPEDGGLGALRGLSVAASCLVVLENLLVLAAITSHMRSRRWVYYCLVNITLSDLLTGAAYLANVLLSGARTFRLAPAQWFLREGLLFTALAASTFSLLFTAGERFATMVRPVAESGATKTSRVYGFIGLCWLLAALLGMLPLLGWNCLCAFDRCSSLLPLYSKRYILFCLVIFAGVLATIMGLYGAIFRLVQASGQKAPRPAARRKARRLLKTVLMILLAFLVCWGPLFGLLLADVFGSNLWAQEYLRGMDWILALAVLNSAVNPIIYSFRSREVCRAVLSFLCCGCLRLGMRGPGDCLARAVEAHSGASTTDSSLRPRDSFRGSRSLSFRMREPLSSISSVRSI
S1P4 antag – human S1P4 receptor antagonism; O95977; S1P4-expressing cells, antagonist mode, reporter read-out; inhibition, % at 4.98 µM; 220,000 compounds, 0.26% hits; AID 1510; in the data active means inhibition above about 29%;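 further: 0% = wells stimulated with agonist and 100% = vehicle wells without agonist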
NPY2 pot ag – potentiators or agonists of human neuropeptide Y receptor Y2; P49146; cells expressing NPY-Y2, potentiator/agonist read-out; activation, % at 3.6 µM; 220,000 compounds, 0.45% hits; AID 1359; in the data active means activation above about 27%;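 further: cells stimulated with NPY near EC25 plus isoproterenol at EC100; 0% = vehicle plus submaximal agonist and 100% = vehicle plus saturating agonist; some results beyond the cut were filed as inactive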
NPY Y1 blocker – antagonists of human neuropeptide Y receptor Y1 | P25929 | HEK293-CNG Y1 cells, membrane potential fluorescence; NPY at EC95, then isoproterenol | inhibition, % at 3.6 µM | 200,000 compounds, 1% hits | AID 1040;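 active means inhibition above the campaign mean inhibition of all tested compounds plus 3 SD, cut at about 20% in these data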;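 further: 0% = DMSO wells given NPY plus isoproterenol and 100% = isoproterenol alone without NPY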
Target sequence (P25929 whole entry, looked up): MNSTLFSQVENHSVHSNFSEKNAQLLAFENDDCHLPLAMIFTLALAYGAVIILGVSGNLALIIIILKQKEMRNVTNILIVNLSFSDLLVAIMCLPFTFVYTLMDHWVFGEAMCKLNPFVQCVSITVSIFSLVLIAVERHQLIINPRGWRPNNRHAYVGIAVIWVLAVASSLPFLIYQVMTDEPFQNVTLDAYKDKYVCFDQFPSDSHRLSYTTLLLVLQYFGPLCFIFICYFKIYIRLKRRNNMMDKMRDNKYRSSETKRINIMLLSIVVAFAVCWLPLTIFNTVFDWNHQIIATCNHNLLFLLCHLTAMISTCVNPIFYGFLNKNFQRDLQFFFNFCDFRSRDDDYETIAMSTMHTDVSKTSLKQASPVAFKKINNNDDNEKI
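Material: HEK293 Y1/CNG channel cell line; also added: NPY (25 nM), isoproterenol (1 µM), Ro 20-1724 (25 µM); doses: one concentration, 3.6 µM, in 0.4% DMSO; schedule: compound incubation 1 h at room temperature, readout 45 min post-stimulation; technique: membrane potential fluorescence; measure: fluorescence ratio normalized to % inhibition between controls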
NPY1 pot ag – human NPY-Y1 potentiation or agonism, primary screen. P25929. NPY-Y1 expressing cells, potentiator/agonist activation. activation, % at 3.6 µM. 220,000 compounds, 0.37% hits; in the data active means activation above about 33%, passing the limit was not always enough;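 further: cells stimulated with NPY at EC10 then isoproterenol at EC100; 0% = low agonist plus stimulus and 100% = saturating agonist plus stimulus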
Starred values were filed as active, the others as inactive; . = not tested or not shown; & = joins results of further samples; [ ] = dose if it differs, or a comment. These rows are one share of the data; count on the stated rates, not on these rows.

SMILES	EP2 antag	EP2 modulator	p97 inhibitor	eIF4E-4G inh	S1P4 agonist	S1P4 antag	NPY2 pot ag	NPY Y1 blocker	NPY1 pot ag
O=C(NCCCn1ccnc1)/C(=C\c1cccs1)NC(=O)c1ccco1	5	8	-5	3[fluorescence artefact?]	0.9	-27	17	3	-4
O=C(/C=C/c1cc([N+](=O)[O-])ccc1OC(F)F)Nc1ccc(OC(F)F)cc1	3	-8	1	-1	-1.5	-2	1	-2	16
COc1ccccc1NC(=S)N(CCCN1CCOCC1)Cc1cn(C)c2ccccc12	4	33	-4	5	0.8	-18	-9	0	-2
CCC(=O)Nc1ccc(Nc2nc(C)c([N+](=O)[O-])c(Nc3ccc(NC(=O)CC)cc3)n2)cc1	4	-7	0	5	-0.7	3	1	7	-18
O=C1Nc2ccc([N+](=O)[O-])cc2OC1CCN1CCN(Cc2ccc3c(c2)OCO3)CC1 (stereo unspecified)	10	-34	0	-7	-0.5	-4	-7	-3	14
Cn1c(CSc2ncccn2)nnc1SCC(=O)N1CCCCC1	3	15	3	-8[fluorescence artefact?]	-0.2	-15	5	-3	-2
CCN1CCN(C(c2ccccn2)c2c(NC(=O)c3ccccc3)sc(C)c2C)CC1 (stereo unspecified)	7	-26	-3	6	0.4	-14	-15	4	-7
CCOC(=O)c1cnc(SCC(=O)Nc2ccc(N3CCOCC3)c(Cl)c2)nc1N	7	14	-4	3	-0.5	-9	-22	3	-18
N#Cc1nc(Cc2ccccc2)oc1N1CCN(c2ccccc2)CC1	8	-41	1	0	0.0	7	-1	14	-11
Cc1cc2nc(C)c(Cc3ccccc3)c(=O)n2[nH]1	.	-1	0	6	0.9	0	-1	-3	4
C=CCn1c(N)c(C(=O)NCCC2=CCCCC2)sc1=S	3	9	-2	8	-2.4	-10	1	-2	0
Cc1nnc(Sc2cc(C(=O)NC3CC3)c3ccccc3n2)s1	6	15	3	-7	0.3	-14	-22	.	1
O=C(O)C(Cc1c[nH]c2ccccc12)NS(=O)(=O)c1ccc(Cl)cc1 (stereo unspecified)	12	13	2	0	-1.7	-12	-39	19	-39
COc1nc(OC)nc(N2CCC(C(=O)Nc3cccc4c3CCCC4)CC2)n1	10	19	-3	-1	-0.9	-5	-7	0	6
COc1cccc(C(=O)NC(=S)Nn2cnnc2)c1OC	13	23	3	2	3.2	-10	1	7	1
CC1=C(C(=O)Nc2ccccc2)C(c2ccco2)C(C#N)=C(SCC(=O)OC(C)C)N1 (stereo unspecified)	7	-14	-3	0	0.1	10	-49	15	-71
O=C(CSCc1ccc(Cl)cc1)N/N=C/c1ccccc1	8	-20	-3	4	0.1	-14	-17	2	2
O=C(c1ccco1)N1CCN(C(=O)C2CCN(S(=O)(=O)Cc3ccccc3)CC2)CC1	14&3	-11&-9	2	1	2.2	-2	6	1	-2
CCOC(=O)C1=C(C)N(C)C(=S)NC1c1cc(OC)ccc1OC (stereo unspecified)	5	30	2	0	-0.4	-3	9	3	-11
CCOC(=O)N1CCN(C(=O)c2oc(=O)c3ccccc3c2-c2ccc(C)cc2)CC1	7	28	-6	2	3.9	-8	-10	-1	-41
CS(=O)(=O)c1sc(C(=O)NC(=S)Nc2ccc(OC(F)(F)F)cc2)c2c1C=CCC2	10	-26	1	-1	-1.4	-2	-10	.	-8
CCOC(=O)c1c(NC(=O)CSc2nc3nc(C)cc(C)n3n2)sc(CC)c1C	13	20	4	10	-2.9	-5	8	-2	27
COc1ccc(NC(=O)CN(C)S(=O)(=O)c2ccccc2)c([N+](=O)[O-])c1	5	-11	4	-2	0.9	-8	1	-1	-5
CC1(C)Cc2c(C#N)c(N3CCN(C(=O)c4ccccc4Cl)CC3)nc(-c3ccco3)c2CS1	12	26	-4	-8	0.7	-13	-1	0	0
Cc1[nH]ccc(=O)c1Oc1ncc(C(F)(F)F)cc1Cl	15	12	2	-1	0.7	-3	-6	-1	-2
SMILES	EP2 antag	EP2 modulator	p97 inhibitor	eIF4E-4G inh	S1P4 agonist	S1P4 antag	NPY2 pot ag	NPY Y1 blocker	NPY1 pot ag
CC12CCC(c3c1nc1ccccc1[n+]3[O-])C2(C)C (stereo unspecified)	-1	11	-1	1[fluorescence artefact?]	1.2	-13	-5	-1	17
COc1ccc(OC)c(C2=Nn3c(nnc3-c3cccc(OC(C)C)c3)SC2)c1	8	60	-6	-16	1.4	-45	-4	2	-22
Cc1cc(S(=O)(=O)N2CCN=C2c2ccccc2)c(C)cc1Cl	6	-11	-3	7[fluorescence artefact?]	0.1	-22	-10	-3	1
Cc1[nH]c2ccc(F)cc2c1CCN(Cc1cccnc1)C(=S)Nc1cccc(F)c1	4	-100	-4	-1	-0.8	-2	14	0	15
Clc1nc2ccccc2cc1/C=N/Nc1nc2ccccc2[nH]1	6	-77	-7	9	-0.8	-19	-13	4	-6
Cc1csc(N(C)C(=O)CSc2nnc(COc3cccc4ccccc34)o2)n1	14&16	-21&-62	-3	-7	2.6	-3	-1	6	4
CCOc1cc(CNCCO)ccc1OCC(=O)NC(C)(C)C	6	-12	-4	-4	-1.1	-21	-20	-5	-19
O=C(NC1CCCCC1)Oc1cc2oc(=O)sc2cc1Br	6	-47	-2	-4	0.9	16	0	.	-25
O=C(Nc1ccsc1C(=O)N1CCCCCC1)c1ccccc1	5	-4	-7	2	-0.7	-6	3	7	-21
CC(C)(C)c1ccc(/C=N/NC(=S)NC2CCCCC2)cc1	13	7	0	6	0.9	0	8	5	-1
CCNC(=O)Nn1c(-c2ccccc2)nc2ccccc2c1=O	8	7	4	-8	-0.1	7	7	8	-13
O=C(O)c1ccc(Sc2ccccn2)c([N+](=O)[O-])c1	12	-2	3	-3	0.2	11	-8	-7	9
COc1ccccc1CNC(=O)CCC(=O)Nc1nnc(C)s1	22	7	-5	-15	1.8	7	-13	-2	2
CCCCSCCCNC(=O)Nc1ccc(C)c(C)c1	3	-57	-1	-1	1.3	-6	3	2	-9
O=C(CSc1nnc(-c2c[nH]c3ccccc23)o1)N(Cc1ccccc1)c1ccc(F)cc1	6	7	0	4	2.7	-14	-13	-4	5
COc1ccc(N2C(=O)CC(N3CCCCC3)C2=O)cc1 (stereo unspecified)	9	11	2	-1	0.9	-18	8	3	-6
Cc1cc(Cl)ccc1NC(=O)CCC(=O)N/N=C/c1cc([N+](=O)[O-])ccc1O	4	-24	-8	1	-1.0	2	8	1	-16
CCOC(=O)N1CCN(C(=O)c2ccc(Cn3c(=S)[nH]c4cc5c(cc4c3=O)OCO5)cc2)CC1	5	-2	0	2	1.4	-16	-11	-2	-7
CCn1cc(/C=C2/SC(=S)NC2=O)c(C)n1	9	15	3	-4	1.5	8	-7	6	-4
O=C(NCc1ccc2c(c1)OCO2)c1ccc(CS(=O)(=O)c2cccc(C(F)(F)F)c2)o1	.	-33	4	2	-0.9	-2	9	5	3
CC(=O)Nc1nc2c(c3c1c(=O)oc1ccccc13)CCCC2	1	10	4	4	-0.1	8	7	0	8
NC(=O)CNC(=O)[C@@H]1CC2(CC(c3ccc(Cl)cc3)=NO2)CN1C(=O)c1ccccc1 (stereo partly specified)	9	19	4	-1	0.0	2	0	-2	5
CCC(C)(C)n1nnnc1C(c1cc2cc(OC)c(OC)cc2[nH]c1=O)N1CCc2ccccc21 (stereo unspecified)	15&9	16&4	-3	4	0.8	-8	-14	2	2
CCOC(=O)c1cc2c(C)nn(-c3ccccc3)c2s1	20	55	-3	4[fluorescence artefact?]	1.4	-26	-9	7	-28
O=C(CS(=O)(=O)Cc1ccccc1)Nc1cccnc1	.	5	-3	5	-2.1	-11	6	-6	-15
SMILES	EP2 antag	EP2 modulator	p97 inhibitor	eIF4E-4G inh	S1P4 agonist	S1P4 antag	NPY2 pot ag	NPY Y1 blocker	NPY1 pot ag
COc1ccc(Cl)cc1NC(=O)C1CCCN(c2cc(C)nc3ncnn23)C1 (stereo unspecified)	10	-37	2	-2[fluorescence artefact?]	-0.7	3	-13	-2	-3
COc1ccccc1NC(=O)CC(NCCN(C)C)C(=O)O (stereo unspecified)	7	2	-3	4	1.8	4	-10	8	-16
CC1=NOC(=O)/C1=C\c1ccc(-c2ccc(Cl)cc2Cl)o1	.	-34	2	-23	2.0	-28	4	11	-17
CC(C)C(=O)Nc1ccc2c(c1)nc(CCN1CCN(c3ccccc3)CC1)n2C	9	-10	8	0	-0.5	0	-2	.	8
CC1CCN(S(=O)(=O)c2ccc3ncn(CC(=O)N4CCN(C)CC4)c(=O)c3c2)CC1	0	13	0	5	-1.9	-5	-1	-1	-3
CCn1c(SCC(=O)Nc2nc(C)c(C)s2)nnc1-c1cccnc1	9	10	-2	-1	1.6	8	-14	5	3
c1ccc(-n2nnnc2-c2cnc(-c3ccncc3)nc2-c2cccs2)cc1	6	-31	3	-6[fluorescence artefact?]	-2.4	-5	-3	6	-6
COc1ccc(CNC(=O)c2cccs2)cc1	7	-3	3	-10	-1.1	-18	-1	1	-19
Cc1ccnc(NS(=O)(=O)c2ccc(NC(=O)C34CC5CC(CC(C5)C3)C4)cc2)n1	9	-29	1	-4	1.4	-9	-7	-3	8
O=C(c1cn(-c2ccccc2)nc1-c1ccc(F)cc1)N1CCCCC1	6	30	-2	3	-0.1	-15	6	2	-21
CCOC(=O)c1[nH]c2c(c1C)C(=O)CC(c1ccc(OC)c(OC)c1)C2 (stereo unspecified)	12	-3	-2	-3[fluorescence artefact?]	3.4	-2	-1	1	-3
Cc1nnc2n(-c3ccccc3)c(=O)c3c4c(sc3n12)CCCC4	6	22	-3	2	1.2	-7	-13	0	-17
CSc1cccc(NC(=S)NCCCO)c1	10	-29	8	0	1.4	-5	7	.	1
O=C(Nn1cnnc1)C1Cc2ccccc2CN1S(=O)(=O)c1ccc(F)cc1 (stereo unspecified)	4	6	-2	4[fluorescence artefact?]	-2.8	-14	3	2	10
Cc1ccc(C(O)P(=O)(OC2CCCCC2)OC2CCCCC2)cc1 (stereo unspecified)	7	9	-3	2	1.4	-8	8	9	-13
CCCCCCCn1c2c(c(=N)c3c1CCC3)CCCC2	3	-51	-3	5	-0.3	-17	-37	80*	-60
Cc1ccccc1Nc1nnc(SCC2CCCCO2)s1 (stereo unspecified)	7	-11	-3	3	1.3	-14	5	2	9
c1ccc2sc(SN3CCOCC3)nc2c1	11	-9	1	5	1.4	0	-1	6	6
COc1cccc(-n2nnnc2SCC(=O)NC2CCCC2)c1	11	2	1	0	1.2	9	-18	5	3
CC(=O)c1cccc(NS(C)(=O)=O)c1	5	13	3	-2	1.2	-9	-13	-3	5
O=C1NC(c2ccncc2)Nc2sc3c(c21)CCCC3 (stereo unspecified)	16	11	2	0[fluorescence artefact?]	1.6	-18	-1	0	-8
CC(=O)NCCC(Cc1ccccc1)c1ccco1 (stereo unspecified)	6	27	1	5	1.6	-21	-9	-4	2
COC(=O)C1CCN(c2cc(=O)n(C3CCCCC3)c(=O)[nH]2)CC1	-1	12	0	-3	3.1	-11	-15	4	1

In the list so far, 3 contain a COOH group.
SMILES	EP2 antag	EP2 modulator	p97 inhibitor	eIF4E-4G inh	S1P4 agonist	S1P4 antag	NPY2 pot ag	NPY Y1 blocker	NPY1 pot ag
O=C(O)C(Cc1c[nH]c2ccccc12)NS(=O)(=O)c1ccc(Cl)cc1 (stereo unspecified)	12	13	2	0	-1.7	-12	-39	19	-39
O=C(O)c1ccc(Sc2ccccn2)c([N+](=O)[O-])c1	12	-2	3	-3	0.2	11	-8	-7	9
COc1ccccc1NC(=O)CC(NCCN(C)C)C(=O)O (stereo unspecified)	7	2	-3	4	1.8	4	-10	8	-16

Screening results from PubChem.
